Screens as filed in PubChem BioAssay.
D1 antagonist – human D1 dopamine receptor antagonism. 360,000 compounds, 3.2% hits. activity change, negative = inhibition, % at 10 µM. AID 504652. HEK293 TREx D1 cells, calcium flux, dopamine EC80; hits give low values. P21728; in the data active = activity change below about -30%; also: % is scaled to controls: 0 for no effect and ±100 for the full control effect
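After overnight tetracycline induction at 30 C, force-coupled D1 HEK293 cells took up a no-wash calcium dye at room temperature. Compounds were added and monitored 180 s, and the response to EC80 dopamine was then recorded.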
TRHR agonist – activates the human TRH receptor. TRHR cells, calcium flux fluo-8, FDSS agonist mode. activation, % at 2 µM. 360,000 compounds, 0.18% hits; also: 0% is about no effect
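Read-out: compound-evoked intracellular calcium rise in TRHR cells, fluo-8 dye, kinetic FDSS fluorescence at 1 s/cycle following a 10-cycle baseline. Cells cultured overnight before dye loading (30 min–1.5 h, RT).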
D1 ag – agonists of human D1 dopamine receptor; activation, % at 2 µM; 360,000 compounds, 1% hits; HEK293 T-REx D1 cells, calcium flux, agonist mode; P21728; also: 0% is about no effect
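Inducible HEK293 T-REx D1 cells, force-coupled to calcium signalling, were plated at 4000 cells/well with tetracycline and held overnight at 30 C. After no-wash calcium dye loading, compound-evoked calcium rise over 180 s flagged agonists.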
D2 ag – D2 dopamine receptor (human) agonism; 340,000 compounds, 0.53% hits; HEK293 T-REx D2 cells, calcium flux agonist mode; activation, % at 2 µM;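 active = activation over 3 SD above normal in the single-dose calcium agonist read, cut at about 30% in these data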; also: 0% is about no effect
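Tetracycline-induced HEK293 T-REx cells with force-coupled D2 receptor, plated overnight at 30 C, loaded with no-wash calcium dye. After a 10 s baseline, compound was pin-added and calcium flux read kinetically for 180 s; calcium rises flagged agonists.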
D1 potentiator – human D1 dopamine receptor positive modulation; HEK293 TREx D1 cells, calcium flux, dopamine EC20 potentiation; potentiation, % at 10 µM; 360,000 compounds, 0.036% hits; in the data active = potentiation above about 30%; also: 0% is about no effect
TRHR enhancer – allosteric enhancers of human TRH receptor; AID 493056; TRHR cells, fluo-8 calcium fluorescence, EC20 TRH enhancement; enhancement, % at 2 µM; P34981; 360,000 compounds, 0.66% hits; in the data active = enhancement above about 30%; also: 0% is about no effect
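TRHR-expressing cells loaded with fluo-8 calcium dye were read kinetically (ex 480/em 530) during compound addition, then stimulated with an EC20 of TRH (10 nM final). Enhancement of the Gq-mediated intracellular calcium response was scored.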
D2 antag – D2 dopamine receptor (human) antagonism; P14416; HEK293 TREx D2 cells, calcium flux, dopamine EC80; inhibition, % at 10 µM; 340,000 compounds, 2% hits; in the data active = inhibition above about 30%; also: 0% is about no effect
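Measurement of antagonist activity uses fluorescent calcium dye in inducible HEK293 T-REx D2 cells: 10 s baseline, compound addition with 180 s read, EC80 dopamine addition with a further 180 s read.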
D2 potentiator – D2 dopamine receptor (human) potentiation; 340,000 compounds, 0.34% hits; potentiation, % at 10 µM; HEK293 T-REx D2, calcium flux, EC20 dopamine potentiation; AID 485347;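 active = potentiation over 3 SD above the plate norm, cut at about 30% in these data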; also: 0% is about no effect
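Potentiation of an EC20 dopamine calcium response is measured in a force-coupled, tetracycline-inducible Hek293 Trex D2 line. Compound-only kinetic reads over 180 s flag agonists before dopamine addition.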
RXFP1 antag – blocks the human relaxin receptor RXFP1; Q9HBX9; HEK293-RXFP1, relaxin-stimulated cAMP HTRF, 30 min; hits give low values; activity change, negative = inhibition, % at 57.5 µM; 350,000 compounds, 0.59% hits; AID 1259400;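 active = activity change of -60% or lower, but not beyond a set lower limit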; also: % is scaled to controls: 0 for no effect and ±100 for the full control effect
Target sequence (Q9HBX9 whole entry, looked up): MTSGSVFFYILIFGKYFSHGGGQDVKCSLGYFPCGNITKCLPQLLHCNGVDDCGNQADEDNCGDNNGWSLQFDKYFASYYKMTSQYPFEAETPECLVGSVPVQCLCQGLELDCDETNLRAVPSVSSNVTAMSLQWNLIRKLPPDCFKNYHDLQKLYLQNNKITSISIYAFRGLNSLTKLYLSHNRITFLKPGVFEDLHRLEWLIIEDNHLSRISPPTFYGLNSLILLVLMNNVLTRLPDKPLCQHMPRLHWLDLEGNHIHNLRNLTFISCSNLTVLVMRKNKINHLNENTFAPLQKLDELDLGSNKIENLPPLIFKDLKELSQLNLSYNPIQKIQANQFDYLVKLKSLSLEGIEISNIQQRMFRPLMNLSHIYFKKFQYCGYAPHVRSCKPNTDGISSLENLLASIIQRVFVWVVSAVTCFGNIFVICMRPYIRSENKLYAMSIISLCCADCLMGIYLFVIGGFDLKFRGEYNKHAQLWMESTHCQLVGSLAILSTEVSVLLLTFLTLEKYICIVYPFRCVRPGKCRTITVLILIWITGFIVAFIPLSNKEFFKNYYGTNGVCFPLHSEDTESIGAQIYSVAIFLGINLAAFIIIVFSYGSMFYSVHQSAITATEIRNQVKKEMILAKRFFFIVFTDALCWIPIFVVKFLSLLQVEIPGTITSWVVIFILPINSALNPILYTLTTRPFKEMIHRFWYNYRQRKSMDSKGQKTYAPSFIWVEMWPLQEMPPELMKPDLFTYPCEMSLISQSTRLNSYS
* marks the source's active call; other numbers are inactive results. Rule as the data show it, unless noted: active = activation above about 30%; inactive = the rest.

How did CN(C(=O)c1ccc(NC(=O)Cc2ccc(NC(=O)C3CCN(C(=O)C4CC4)CC3)cc2)cc1)C1CC1 do in these assays?
D1 antagonist: -7; TRHR agonist: 0.3; D1 ag: 5; D2 ag: -0.1; D1 potentiator: 2; TRHR enhancer: 2; D2 antag: 3; D2 potentiator: -1

How did Cc1nnc(NC(=O)CSc2nnc(Cc3cccn3C)n2-c2cccc(C(F)(F)F)c2)s1 do in these assays?
D1 antagonist: 4; TRHR agonist: 0.0; D1 ag: 1; D2 ag: 0.0; D1 potentiator: 9; TRHR enhancer: 6; D2 antag: -15; D2 potentiator: 15; RXFP1 antag: 11

How did Cc1noc(C)c1S(=O)(=O)N1CCC(C(=O)O)CC1 do in these assays?
D1 antagonist: -3; TRHR agonist: 0.2; D1 ag: 3; D2 ag: -0.1; TRHR enhancer: 0; D2 antag: -30; D2 potentiator: -8; RXFP1 antag: -9

What do the screens show for `Cc1ccc(S(=O)(=O)NCCC(C)C)cc1[N+](=O)[O-]`?
D1 antagonist: -15; TRHR agonist: -0.2; D1 ag: 3; D2 ag: -0.6; D1 potentiator: -3; TRHR enhancer: 1; D2 antag: -1; D2 potentiator: -2; RXFP1 antag: -1

Results for CCC(=O)OCC(=O)Nc1cc(S(=O)(=O)N(C)C)ccc1Cl ?
D1 antagonist: 5; TRHR agonist: 0.0; D1 ag: 3; D1 potentiator: 3; TRHR enhancer: -1; D2 potentiator: 1; RXFP1 antag: 8

Results for C=CCN(c1ccccc1C(=O)NCC(=O)OCC)S(=O)(=O)c1ccc(C)cc1 ?
D1 antagonist: 0; TRHR agonist: 0.4; D1 ag: 0; D2 ag: 0.5; D1 potentiator: -4; TRHR enhancer: -4; D2 antag: 4; D2 potentiator: 2; RXFP1 antag: -6

What do the screens show for `COc1cccc(C(=O)Nc2ccc(S(=O)(=O)Nc3cc(C)nc(C)n3)cc2)c1`?
D1 antagonist: -17; TRHR agonist: 0.4; D1 ag: 5; D2 ag: -0.6; D1 potentiator: -1; TRHR enhancer: 27; D2 antag: -1; D2 potentiator: 1; RXFP1 antag: 6

What do the screens show for `Cc1ccc(C(=O)Oc2cccc(NC(=O)c3cccs3)c2)cc1S(=O)(=O)N1CCOCC1`?
D1 antagonist: -13; TRHR agonist: 0.6; D1 ag: 5; D1 potentiator: -3; TRHR enhancer: -17; RXFP1 antag: -6

What do the screens show for `Nc1nc2ccccc2cc1S(=O)(=O)c1ccccc1`?
D1 antagonist: -4; TRHR agonist: -0.3; D1 ag: 4; D2 ag: 0.0; D1 potentiator: -1; TRHR enhancer: 0; D2 antag: 1; D2 potentiator: 0; RXFP1 antag: -9

What do the screens show for `CC1CCN(Cc2c(O)ccc3c(=O)c(-c4nc5ccccc5s4)c(N)oc23)CC1`?
D1 antagonist: 36; TRHR agonist: 0.6; D1 ag: 5; D2 ag: 0.2; D1 potentiator: -6; TRHR enhancer: 4; D2 antag: 3; D2 potentiator: 0; RXFP1 antag: 5

Reprinted from the part before: 2 compounds, followed by the next part.
What do the screens show for `Nc1nc2ccccc2cc1S(=O)(=O)c1ccccc1`?
D1 antagonist: -4; TRHR agonist: -0.3; D1 ag: 4; D2 ag: 0.0; D1 potentiator: -1; TRHR enhancer: 0; D2 antag: 1; D2 potentiator: 0; RXFP1 antag: -9

What do the screens show for `CC1CCN(Cc2c(O)ccc3c(=O)c(-c4nc5ccccc5s4)c(N)oc23)CC1`?
D1 antagonist: 36; TRHR agonist: 0.6; D1 ag: 5; D2 ag: 0.2; D1 potentiator: -6; TRHR enhancer: 4; D2 antag: 3; D2 potentiator: 0; RXFP1 antag: 5

What do the screens show for `COc1ccc2[nH]cc(C(=O)CN3CCCC(C)C3)c2c1` (stereo not drawn)?
D1 antagonist: 6; TRHR agonist: 0.3; D1 ag: 4; D2 ag: -0.5; D1 potentiator: -5; TRHR enhancer: 3; D2 antag: -14; D2 potentiator: -6; RXFP1 antag: 8

What do the screens show for `Cn1c(-c2cccc(Br)c2)cnc1NCc1cccc(F)c1`?
D1 antagonist: 3; TRHR agonist: -2.3; D1 ag: 0; D2 ag: -0.4; D1 potentiator: -5; TRHR enhancer: 2; D2 potentiator: -18

How did Oc1ccc(N2CCN(C(c3cccs3)c3nnnn3CCc3ccccc3)CC2)cc1 (stereo not drawn) do in these assays?
D1 antagonist: 11; TRHR agonist: 0.0; D1 ag: 2; D2 ag: 0.7; D1 potentiator: 5; TRHR enhancer: -2; D2 antag: 8; D2 potentiator: -1; RXFP1 antag: 12

How did O=C(Nc1ccc(F)cc1)NC1(C(=O)NCc2ccc3c(c2)OCO3)CCCCC1 do in these assays?
D1 antagonist: 0; TRHR agonist: -0.2; D1 ag: 2; D1 potentiator: -11; TRHR enhancer: -12; RXFP1 antag: -14

Results for CC(=O)Nc1sc(C)c(C)c1CN1CCN(S(=O)(=O)c2ccccc2)CC1 ?
D1 antagonist: -1; TRHR agonist: -0.8; D1 ag: 3; D2 ag: 0.3; D1 potentiator: -3; TRHR enhancer: -10; D2 antag: 0; D2 potentiator: -1; RXFP1 antag: -4

What do the screens show for `CC(C)C(OC(=O)CCC(=O)Nc1nccs1)C(=O)NC1CCCCC1` (stereo not drawn)?
D1 antagonist: 5; TRHR agonist: -0.2; D1 ag: 10; D2 ag: 0.0; D1 potentiator: 2; TRHR enhancer: 9; D2 antag: -11; D2 potentiator: -7; RXFP1 antag: -10

Results for COc1ccc(NC(=O)c2cc(=O)c3ccccc3o2)cc1Cl ?
D1 antagonist: -13; TRHR agonist: -0.5; D1 ag: 1; D2 ag: 7.9; D1 potentiator: 5; TRHR enhancer: -3; D2 antag: 3; D2 potentiator: 0; RXFP1 antag: -5

How did COc1ccccc1N1CCN(S(=O)(=O)c2ccc3c(c2)CCCN3C(C)=O)CC1 do in these assays?
D1 antagonist: 10; TRHR agonist: -1.0; D1 ag: 2; D2 ag: 2.0; D1 potentiator: -3; TRHR enhancer: -3; D2 potentiator: -5; RXFP1 antag: -30

How did COc1ccccc1N1C(=O)Cc2ccccc2C1=O do in these assays?
D1 antagonist: -7; TRHR agonist: -1.8; D1 ag: 2; D2 ag: -2.0; D1 potentiator: -2; TRHR enhancer: 6; D2 antag: -5; D2 potentiator: 11; RXFP1 antag: -33

Results for N#Cc1c2n(c3c(=O)n(CC(=O)c4ccc([N+](=O)[O-])cc4)cnc13)CCCCC2 ?
D1 antagonist: 0; TRHR agonist: -1.1; D1 ag: 5; D2 ag: -0.9; D1 potentiator: -7; TRHR enhancer: -5; D2 antag: 4; D2 potentiator: 21; RXFP1 antag: 4

How did CCOc1ccc(NC(=O)Nc2cccnc2)cc1 do in these assays?
D1 antagonist: -2; TRHR agonist: -0.9; D1 ag: 0; D2 ag: -1.2; D1 potentiator: 1; TRHR enhancer: 18; D2 antag: -5; D2 potentiator: -5; RXFP1 antag: -23

What do the screens show for `COc1ccc(CNc2nnnn2C)cc1`?
D1 antagonist: 13; TRHR agonist: -1.5; D1 ag: 4; D2 ag: -1.9; D1 potentiator: 2; TRHR enhancer: 2; D2 antag: -1; D2 potentiator: 2; RXFP1 antag: 1

How did Cc1ccc(/C=N/N2CCN(C3c4ccccc4-c4ccccc43)CC2)s1 do in these assays?
D1 antagonist: 4; TRHR agonist: 0.0; D1 ag: 3; D2 ag: -1.1; D1 potentiator: 3; TRHR enhancer: -5; D2 antag: -1; D2 potentiator: -1; RXFP1 antag: 20

What do the screens show for `COC(=O)C(NS(=O)(=O)c1ccc(N2CCCC2=O)cc1)c1ccccc1` (stereo not drawn)?
D1 antagonist: -5; TRHR agonist: -0.5; D1 ag: 2; D2 ag: 0.2; D1 potentiator: -3; TRHR enhancer: 2; D2 antag: 5; D2 potentiator: -10; RXFP1 antag: 4

Results for COc1cc(C)ccc1OCCOc1c(C)cccc1Cl ?
D1 antagonist: 26; TRHR agonist: 0.2; D1 ag: 1; D2 ag: -1.3; D1 potentiator: 6; TRHR enhancer: -5; D2 antag: 11; D2 potentiator: -11; RXFP1 antag: -19

Results for Cc1cc(C)nc(NC(=O)Nc2ccccc2C(F)(F)F)n1 ?
D1 antagonist: 21; TRHR agonist: -0.2; D1 ag: 8; D2 ag: 0.4; D1 potentiator: 4; TRHR enhancer: 3; D2 antag: -4; D2 potentiator: 3; RXFP1 antag: -12

How did COc1ccc(NC(=O)CSC(C)c2nc3ccccc3c(=O)[nH]2)cc1 (stereo not drawn) do in these assays?
D1 antagonist: 9; TRHR agonist: -0.3; D1 ag: 0; D2 ag: -1.0; D1 potentiator: -6; TRHR enhancer: -2; D2 antag: 8; D2 potentiator: -8; RXFP1 antag: -8

How did COc1ccccc1CNC(=O)Cn1c(=O)oc2cc(S(=O)(=O)NCc3ccccc3)ccc21 do in these assays?
D1 antagonist: -15; TRHR agonist: 0.0; D1 ag: 4; D2 ag: -0.4; D1 potentiator: -8; TRHR enhancer: -7; D2 potentiator: 13; RXFP1 antag: -20

What do the screens show for `Oc1ccc(/C=N/Nc2ccc(C(F)(F)F)cn2)cc1`?
D1 antagonist: -18; TRHR agonist: -1.4; D1 ag: 5; D2 ag: 0.7; D1 potentiator: 2; TRHR enhancer: -4; D2 antag: -10; D2 potentiator: 8; RXFP1 antag: -24

What do the screens show for `O=C(CCS(=O)(=O)c1nc(-c2ccc3c(c2)OCO3)cc(C(F)(F)F)n1)Nc1ccccc1F`?
D1 antagonist: -1; TRHR agonist: -0.1; D1 ag: 2; D1 potentiator: 4; TRHR enhancer: -7; D2 potentiator: 8; RXFP1 antag: -24

Results for Cc1ccc(S(=O)(=O)NCCCCCC(=O)Nc2c(C)n(C)n(-c3ccccc3)c2=O)cc1 ?
D1 antagonist: 22; TRHR agonist: -0.2; D1 ag: 2; D2 ag: 2.4; D1 potentiator: -9; TRHR enhancer: -6; D2 antag: 0; D2 potentiator: -2; RXFP1 antag: 8

What do the screens show for `CCc1ccc(OCC(=O)NNC(=O)Cc2c(F)cccc2Cl)cc1`?
D1 antagonist: 3; TRHR agonist: 0.0; D1 ag: 4; D2 ag: -0.4; D1 potentiator: 7; TRHR enhancer: -4; D2 antag: 0; D2 potentiator: -3; RXFP1 antag: -1

Results for O=C(C1=NNCC1c1ccccc1)C1OC1c1ccccc1 (stereo not drawn) ?
D1 antagonist: -15; TRHR agonist: -0.9; D1 ag: 2; D2 ag: -0.9; D1 potentiator: -4; TRHR enhancer: 2; D2 antag: -23; D2 potentiator: 6; RXFP1 antag: 3

Results for CCOc1ccc(-c2c(C)nn3c(C)c(C(=O)NCc4ccc(Cl)cc4)cnc23)cc1OCC ?
D1 antagonist: 5; TRHR agonist: -0.5; D1 ag: -1; D1 potentiator: -2; TRHR enhancer: 1; D2 potentiator: 4; RXFP1 antag: -12

Results for COc1cc2cc(CN(CCN3CCOCC3)C(=O)Nc3ccc(F)cc3)c(=O)[nH]c2cc1OC ?
D1 antagonist: -3; TRHR agonist: 1.5; D1 ag: 1; D2 ag: 0.6; D1 potentiator: -1; TRHR enhancer: 8; D2 antag: 1; D2 potentiator: -11; RXFP1 antag: -6
